CASP6 VEID inh – inhibitors of human caspase-6. P55212. purified caspase-6, Z-VEID-R110 cleavage fluorescence. inhibition, % at 12.5 µM. 0.53% of 350,000 active. AID 686996;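 active = mean inhibition across replicates at least about 35%, with every replicate also reaching that limit, limit read from the data; inconclusive = only one of the two criteria met; inactive = neither criterion met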;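 note: 0% = median of neutral control wells and 100% = no fluorescence left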
Target sequence (P55212 24-179 limits assumed): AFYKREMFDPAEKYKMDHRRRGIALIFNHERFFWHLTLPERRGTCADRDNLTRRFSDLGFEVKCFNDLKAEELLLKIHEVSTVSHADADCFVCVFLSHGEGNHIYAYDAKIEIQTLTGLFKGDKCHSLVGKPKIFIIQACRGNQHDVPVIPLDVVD
Target sequence (P55212 194-293 limits assumed): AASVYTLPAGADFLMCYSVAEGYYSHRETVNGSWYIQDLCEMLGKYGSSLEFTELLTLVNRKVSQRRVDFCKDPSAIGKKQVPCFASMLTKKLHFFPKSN
ERAP1 inh – inhibitors of human ERAP1 aminopeptidase. AID 652197. inhibition, % at 10.7 µM. Q9NZ08. recombinant ERAP1, Leu-AMC fluorescence, 60 min. 0.15% of 340,000 active;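 active = mean replicate inhibition of at least 30%, or all replicates individually reaching that 30% level; inactive = mean below 30% and not every replicate reaching it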;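 note: 0% = neutral control wells and 100% = L-leucinethiol positive control wells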
ERp5 inh – inhibitors of human ERp5. ERp5 insulin aggregation, absorbance 650 nm, 90 min. inhibition, % at 9.99 µM. 0.05% of 350,000 active. AID 651711;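 active = mean replicate inhibition above about 25%, with every replicate also reaching it, limit read from the data, passing the limit was not always enough; inconclusive = only one of those two criteria met; inactive = neither criterion met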
Target sequence (Q15084 whole entry, looked up): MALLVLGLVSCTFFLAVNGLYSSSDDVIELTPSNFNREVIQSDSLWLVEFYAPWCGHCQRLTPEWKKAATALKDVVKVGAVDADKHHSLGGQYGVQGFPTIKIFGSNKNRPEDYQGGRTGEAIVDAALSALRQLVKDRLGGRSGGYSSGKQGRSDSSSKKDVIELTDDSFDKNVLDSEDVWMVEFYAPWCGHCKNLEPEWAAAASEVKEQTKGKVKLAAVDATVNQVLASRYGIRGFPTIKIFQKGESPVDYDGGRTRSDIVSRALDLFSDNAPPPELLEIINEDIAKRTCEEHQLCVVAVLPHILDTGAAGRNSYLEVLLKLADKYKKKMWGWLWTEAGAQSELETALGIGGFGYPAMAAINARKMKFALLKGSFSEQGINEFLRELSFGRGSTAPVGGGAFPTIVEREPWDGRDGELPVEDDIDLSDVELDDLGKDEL
DENV2 CPE rescue – DENV2-induced cell death inhibition; AID 651640; CPE inhibition, % at 9.99 µM; 1.7% of 350,000 active; DENV2-infected cells, cytopathic effect rescue, plate reader; in the data active = CPE inhibition above about 20%, passing the limit was not always enough; inconclusive = no clear call, values can overlap the other calls; tested in BHK-21 cells;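 note: 0% = median of neutral control wells and 100% = median of positive control wells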
miR122 inh – blocks miR-122 activity in Huh7 sensor cells | Huh7 miR-122 Renilla luciferase sensor, 48 h; neutral wells = 0, positive control = 100 | activation (reporter increase), % at 12.5 µM | 0.3% of 340,000 active | AID 602342;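 active = mean replicate activation score at least 90 and every replicate individually at or above 90; inconclusive = only one of the two criteria met; inactive = neither criterion met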;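 note: higher luciferase means less miR-122 activity so hits act as miR-122 inhibitors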
CFTR F508del cor – correctors of CFTR F508del function in bronchial epithelial cells. activity (quench increase), % at 7.58 µM. CFBE cells, YFP halide quenching; stimulated with forskolin plus potentiator P3; % fluorescence drop versus neutral controls. 0.36% of 350,000 active;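 active = mean added fluorescence quench of at least 8% versus neutral control, with both replicates also reaching 8%; inconclusive = only one of the mean or replicate conditions met; inactive = mean below 8% and not both replicates reaching 8%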;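 note: cells transiently co-express mutant CFTR-F508del with the halide-sensitive YFP; corrector assay measuring rescue of mutant channel to the surface after 24 h compound exposure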
SIRT5 inh – blocks human SIRT5 desuccinylation of peptide; AID 652115; 1.1% of 330,000 active; inhibition, % at 15 µM; Q9NXA8; Purified SirT5, succinyl-peptide AMC, trypsin-coupled fluorescence; in the data active = inhibition above about 15%; inconclusive = no clear call, values can overlap the other calls
Target sequence (Q9NXA8 whole entry, looked up): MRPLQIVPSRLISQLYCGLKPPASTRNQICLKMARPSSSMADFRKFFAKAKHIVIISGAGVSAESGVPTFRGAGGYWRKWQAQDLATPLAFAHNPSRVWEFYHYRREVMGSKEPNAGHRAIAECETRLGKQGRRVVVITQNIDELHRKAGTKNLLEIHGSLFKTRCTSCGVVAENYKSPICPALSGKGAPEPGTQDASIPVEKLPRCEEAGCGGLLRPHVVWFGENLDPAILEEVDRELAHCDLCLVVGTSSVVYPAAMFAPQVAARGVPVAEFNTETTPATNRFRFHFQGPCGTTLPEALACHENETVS
* marks the source's active call; other numbers are inactive results; ? = inconclusive; · = not tested or not shown; [ ] = remark or other dose.

SMILES	CASP6 VEID inh	ERAP1 inh	ERp5 inh	DENV2 CPE rescue	miR122 inh	CFTR F508del cor	SIRT5 inh
Cc1cc(C(=O)Nc2cccc3c2O[C@@H](CN(C)S(C)(=O)=O)[C@@H](C)CN([C@@H](C)CO)C3=O)n(C)n1	-2	-1	-1	3	0[16.7 µM]	-0.8	-1
CC(C)(C)C(=O)CSc1ncccn1	0	2	2	-5	4	-2.0	3
Cc1ccc2[nH]cc(C(=O)CCl)c2c1	5	3	13	1	·	·	-2
CC(=O)N1CCN(c2ccccc2NC(=O)Cc2ccc(Cl)cc2)CC1	-1	-2	-3	4	-7	0.7	3
CCNC(=O)c1ccc2c(c1)C1C3CCC(C3)C1C(c1ccccc1)N2 (configuration not stated)	1	3	-3	-5	·	·	-2
C[C@@H]1CN([C@H](C)CO)C(=O)c2cc(NC(=O)CCC(F)(F)F)ccc2O[C@@H]1CN(C)Cc1ccc(Cl)c(Cl)c1	1	2	-2	-2	-9[16.7 µM]	0.6	2
COc1ccc(NC(=O)N(C)C[C@@H]2Oc3ncc(C#Cc4ccc(F)cc4)cc3C(=O)N([C@H](C)CO)C[C@@H]2C)cc1	0	-1	-7	63*	-9[16.7 µM]	-2.4	6
Cc1noc(C)c1NC(=O)N(C)C[C@@H]1OCc2ccccc2-c2c(n(C)c3ccccc23)C(=O)N([C@H](C)CO)C[C@@H]1C	4	0	-1	2	·	-1.0	-2
CN(C[C@@H]1N[C@H](CO)[C@H]1c1ccccc1)C(=O)c1ccccn1	-3	-2	9	-14	-14[16.7 µM]	8.6*	-4
CNC[C@H]1OCCCC[C@@H](C)Oc2ccc(NS(=O)(=O)c3cccs3)cc2C(=O)N([C@H](C)CO)C[C@@H]1C	-3	1	4	-1	6[16.7 µM]	-0.7	0
Cc1noc(C)c1S(=O)(=O)Nc1ccc2c(c1)C(=O)N([C@H](C)CO)C[C@@H](C)[C@@H](CN(C)Cc1ccc(C(F)(F)F)cc1)OCCCC[C@@H](C)O2	-3	0	-7	-11	-9[16.7 µM]	2.8	24*
Cc1ccc(NC(=O)c2ccccc2N2C(=O)C3C4C=CC(C5CC45)C3C2=O)cc1C (configuration not stated)	4	3	-11	1	29	1.9	6
CNC[C@@H]1OCCCC[C@@H](C)Oc2ccc(NS(=O)(=O)c3cccs3)cc2C(=O)N([C@H](C)CO)C[C@H]1C	-4	3	3	-4	42[16.7 µM]	0.4	5
COCCNC(=O)c1ccc(C)cc1C	0	3	3	1	-4	-0.6	-4
CC(=O)N(C)C[C@@H]1Oc2cc(C#CC(C)C)ccc2S(=O)(=O)N([C@@H](C)CO)C[C@@H]1C	-1	-7	-2	1	4[16.7 µM]	-1.4	1
CC1(C)C2C/C(=N\O)C(C)(/[N+]([O-])=C/c3cccc([N+](=O)[O-])c3)CC21 (configuration not stated)	1	2	0	-4	-8	0.3	-9
COCCN(C(=O)CNC(=O)c1ccco1)C(C(=O)NC1CCCC1)c1ccccc1 (configuration not stated)	-4	-8	-1	-7	4	0.7	0
C[C@@H]1CCCCO[C@@H](CN(C)Cc2ccc(Cl)c(Cl)c2)[C@@H](C)CN([C@H](C)CO)C(=O)c2cc(NC(=O)Nc3cccc4ccccc34)ccc2O1	3	-7	0	22*	13[16.7 µM]	-0.6	·
O=C(CCc1ccccc1)Nc1ccc(F)cc1F	-1	1	5	1	-6	-0.3	1
O=C(/C=C/c1ccc(Cl)c(Cl)c1)Nc1cccnc1	1	-1	2	4	-6	·	-3
COc1ccc(S(=O)(=O)N(C)C[C@H]2OCCCC[C@@H](C)Oc3ccc(NS(C)(=O)=O)cc3C(=O)N([C@H](C)CO)C[C@H]2C)cc1	1	1	-5	-6	-5[16.7 µM]	2.8	-10
Cc1cc(C)c(O)c(C2(O)C(=O)c3ccccc3C2=O)c1	-2	6	1	?	·	-0.1	0
CCOc1ccc(OCCC(=O)OCC(=O)Nc2cc(S(=O)(=O)N3CCOCC3)ccc2C)cc1	13	-1	2	4	·	1.8	0
O=C(Nc1ccc(-c2nnc3n2CCCCC3)cc1)c1ccco1	-1	11	2	-2	·	·	0
O=C(C1CC1)N1CC(=O)N2[C@H](CO)[C@H](c3ccc(Br)cc3)[C@@H]2C1	2	1	5	-1	·	1.1	0

Four records picked at random from those above, as already listed:
SMILES	CASP6 VEID inh	ERAP1 inh	ERp5 inh	DENV2 CPE rescue	miR122 inh	CFTR F508del cor	SIRT5 inh
CC1(C)C2C/C(=N\O)C(C)(/[N+]([O-])=C/c3cccc([N+](=O)[O-])c3)CC21 (configuration not stated)	1	2	0	-4	-8	0.3	-9
Cc1ccc(NC(=O)c2ccccc2N2C(=O)C3C4C=CC(C5CC45)C3C2=O)cc1C (configuration not stated)	4	3	-11	1	29	1.9	6
Cc1noc(C)c1NC(=O)N(C)C[C@@H]1OCc2ccccc2-c2c(n(C)c3ccccc23)C(=O)N([C@H](C)CO)C[C@@H]1C	4	0	-1	2	·	-1.0	-2
CCNC(=O)c1ccc2c(c1)C1C3CCC(C3)C1C(c1ccccc1)N2 (configuration not stated)	1	3	-3	-5	·	·	-2

Additional results:
SMILES	CASP6 VEID inh	ERAP1 inh	ERp5 inh	DENV2 CPE rescue	miR122 inh	CFTR F508del cor	SIRT5 inh
O=C(NCc1ccccn1)c1ccccc1-c1ccccc1	1	-2	1	0	·	-1.5	-2
CCN(C[C@H]1N[C@@](CC)(C(=O)OC)[C@H]2C(=O)N(C)C(=O)[C@@H]12)C(=O)COC	0	2	7	-3	·	-2.3	·
Cc1ccc(CCNC(=O)c2cc(C)nn2-c2ccccc2)cc1	-2	·	5	0	6	-1.8	2
CCc1ccccc1NC(=O)C1CCN(C(=O)c2cccs2)CC1	-2	-4	1	13	·	-2.3	-1
COc1ccc(COCC23N=C4SCCCN4[C@H](c4ccccc4O2)[C@H]3COC(=O)c2ccccc2)cc1	1	-2	3	-4	·	0.1	-1
O=C1[C@@H](Oc2ccccc2)[C@@H](c2ccncc2)N1c1ccccc1	5	-3	-3	47*	-1	1.3	0
COc1ccc(N(CC(=O)N/N=C(\C)c2cccs2)S(=O)(=O)c2ccccc2)cc1Cl	-3	-2	3	-3	·	2.7	-2
Cc1cc(C)cc(SCc2noc(C(=O)NCCC(C)C)c2C(=O)NCCC(C)C)c1	2	-6	-3	13	·	-0.3	1
COC(=O)c1ccccc1Oc1ccc(NC(=O)CCCl)cc1	9	-2	-2	·	-4	-0.5	1
CCCCc1cc(=O)oc2c(C)c(OCC(=O)NCC3CCC(C(=O)O)CC3)ccc12 (configuration not stated)	-1	10	-2	-11	-6	-0.6	·
O=C(C[C@H]1C[C@H]2c3cc(NC(=O)Nc4ccccc4F)ccc3O[C@H]2[C@H](CO)O1)NC1CCCCC1	1	-1	-1	3	5[16.7 µM]	-0.6	2
C[C@@H]1CN([C@@H](C)CO)C(=O)c2cc(NC(=O)Nc3ccc4c(c3)OCO4)ccc2O[C@@H]1CN(C)C(=O)Nc1ccc(C(F)(F)F)cc1	-2	1	16	2	3[16.7 µM]	0.4	16*
C[C@@H]1CCCCO[C@H](CN(C)S(=O)(=O)c2ccc(F)cc2)[C@@H](C)CN([C@H](C)CO)C(=O)c2cc(N(C)C)ccc2O1	-2	2	5	19	-8[16.7 µM]	3.8	3
Cc1ccc(S(=O)(=O)Nc2ccc3c(c2)C(=O)N([C@H](C)CO)C[C@H](C)[C@H](CN(C)CC2CCCCC2)O3)cc1	0	1	1	-2	6[16.7 µM]	-2.7	8
C[C@H](CO)N1C[C@H](C)[C@@H](CN(C)S(=O)(=O)c2ccccc2)Oc2cc(-c3cccc(F)c3)ccc2S1(=O)=O	-1	-1	0	?	8[16.7 µM]	0.3	7
COc1cccc(N(Cc2nnc3n2CCCCC3)C(=O)Nc2ccccc2F)c1	0	-3	3	9	·	-2.4	-3
CC(OC(=O)CN1C(=O)c2ccccc2C1=O)C(=O)NC1(C#N)CCCCC1 (configuration not stated)	-1	0	4	2	-4	5.0	2
C[C@@H]1CN([C@H](C)CO)C(=O)c2cc(-c3cccc(F)c3)cnc2O[C@@H]1CN(C)Cc1cncnc1	-2	0	4	6	0[16.7 µM]	-0.9	3
Cc1nc2ccccc2c(=O)n1/N=C/c1ccco1	-2	5	6	16	-4	-2.3	0
NS(=O)(=O)c1ccc(NC(=O)c2cccc(Cl)c2)cc1	3	·	-2	-3	·	5.6	0
CCn1cc(CN2CCc3c([nH]c4ccccc34)C2c2cccc(OC)c2OC)c(C)n1 (configuration not stated)	-2	2	-1	6	2	·	8
Cc1cc(O)ccc1-c1cccc2nccn12	-1	2	-3	-3	3	1.9	-14
O=C(NC1CCCCC1)N1CC(=O)N2[C@H](CO)[C@H](c3ccc(-c4cccc(F)c4)cc3)[C@H]2C1	2	0	3	?	·	-1.2	-1
CC(C)(C)OC(=O)NNc1c2ccccc2nc2ccccc12	-3	-25	2	-2	·	-3.2	-7
COC(=O)C[C@H]1C[C@H]2c3cc(NS(=O)(=O)c4ccc(F)cc4)ccc3O[C@H]2[C@H](CO)O1	3	1	-13	5	0[16.7 µM]	-1.1	6
Additional structures.
SMILES	CASP6 VEID inh	ERAP1 inh	ERp5 inh	DENV2 CPE rescue	miR122 inh	CFTR F508del cor	SIRT5 inh
CCCn1nc(C(=O)NNC(=O)c2cccc(C)c2)c2ccccc2c1=O	0	1	-3	2	-9	5.2	-3
CN(c1ccc(F)cc1)S(=O)(=O)c1ccc(Cl)c(C(=O)NCc2ccco2)c1	0	-2	1	·	0	-0.5	-2
CC(C(=O)OCC(=O)c1ccccc1)N1C(=O)c2ccccc2C1=O (configuration not stated)	15	6	-3	3	·	-1.5	-5
CCN1CCN(c2oc(COc3ccc(Cl)cc3)nc2C#N)CC1	-1	·	-4	4	-2	1.3	-1
Cc1cc(=O)[nH]c(SCC(=O)OCc2ccccc2)c1C#N	·	-2	3	7	·	3.1	2
Cc1ccc(C)c(NC(=O)CN(C)C(=O)c2cccc(Oc3ccccc3)c2)c1	-3	0	6	5	-5	0.0	-2
Cc1ccc(S(=O)(=O)N/N=C/c2ccccc2O)cc1[N+](=O)[O-]	2	6	-1	0	2	1.1	1
Cc1n[nH]c(=S)n1Cc1ccccc1	-4	·	-4	7	-3	-2.5	-4
COc1ccc(C#Cc2cnc3c(c2)C(=O)N([C@@H](C)CO)C[C@H](C)[C@@H](CN(C)C(=O)CC2CC2)O3)cc1	-5	-2	-2	-5	-15[16.7 µM]	0.6	1
NC(=O)CSc1nc2cc(Cl)ccc2c(=O)n1C1CCCCC1	1	0	-5	6	·	3.0	1
CCOC(=O)c1c(C)[nH]c(C)c1C(=O)COC(=O)c1sccc1C	0	2	0	8	-2	2.4	-3
Cc1ccc(C(=O)NC(=S)NNS(=O)(=O)c2ccccc2)cc1	6	7	3	-4	·	-1.5	·
CCOc1ccc(CCN2C(=S)N([C@@H](Cc3ccc(O)cc3)CN3CCC[C@@H]3CN3C(=S)NC[C@@H]3Cc3ccccc3)C[C@@H]2CC(C)C)cc1	1	·	4	0	3	-2.7	-3
CC(CC(=O)Nc1ccc(S(=O)(=O)Nc2ncccn2)cc1)c1ccccc1 (configuration not stated)	-2	-4	-3	1	-10	-0.9	-1
COc1ccc(C(=O)Nc2nccs2)cc1	1	0	-5	1	3	-1.6	3
COc1cccc(CN2CCC(Oc3ccc(C(=O)N4CCCCC4)cc3)CC2)c1	0	-1	9	4	·	4.9	0
COc1cc(S(=O)(=O)NC2CCCC2)c(OC)cc1C	2	-2	-4	4	?	2.6	0
Cc1ccc(CSCc2ccc(C(=O)NCCCN3CCOCC3)o2)cc1	-10	0	-4	0	8	0.1	-4
O=C(NCc1cccs1)C1CC(=O)N(Cc2ccccc2)C1 (configuration not stated)	3	-4	-1	-12	-7	2.5	·
C[C@@H]1CN([C@@H](C)CO)C(=O)c2cc(C#Cc3ccccc3)cnc2O[C@@H]1CN(C)C(=O)C1CC1	-3	-4	-3	-2	-3[16.7 µM]	2.3	-4
Cc1cccc(S(=O)(=O)N[C@@H]2CC[C@H](CCn3cc(-c4ccccn4)nn3)O[C@@H]2CO)c1	-2	-1	-1	-4	·	1.6	-1
C[C@@H]1CN([C@H](C)CO)C(=O)c2cccc(NC(=O)c3ccc(-c4nccs4)cc3)c2O[C@@H]1CN(C)S(=O)(=O)c1ccc(Cl)cc1	-2	0	11	-6	-4[16.7 µM]	1.3	-1
O=C(CC1C(=O)NCCN1Cc1c(F)cccc1Cl)NCc1ccccc1 (configuration not stated)	-4	2	0	-7	-5	-1.9	1
